Screening data as filed in PubChem.
CHT inh – human CHT choline transport inhibition; Q9GZV3; CHT-expressing cells, membrane potential dye, choline response; hits give low values; B-score at 10 µM; actives 0.86% (n = 310,000);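 active means B-score over 3 SD under the library average, and starting fluorescence ratio not unusually high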;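 further: choline stimulus applied at its EC90 after an EC20 pre-addition; B-score computed on integrated fluorescence ratio after choline addition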
Target sequence (Q9GZV3 whole entry, looked up): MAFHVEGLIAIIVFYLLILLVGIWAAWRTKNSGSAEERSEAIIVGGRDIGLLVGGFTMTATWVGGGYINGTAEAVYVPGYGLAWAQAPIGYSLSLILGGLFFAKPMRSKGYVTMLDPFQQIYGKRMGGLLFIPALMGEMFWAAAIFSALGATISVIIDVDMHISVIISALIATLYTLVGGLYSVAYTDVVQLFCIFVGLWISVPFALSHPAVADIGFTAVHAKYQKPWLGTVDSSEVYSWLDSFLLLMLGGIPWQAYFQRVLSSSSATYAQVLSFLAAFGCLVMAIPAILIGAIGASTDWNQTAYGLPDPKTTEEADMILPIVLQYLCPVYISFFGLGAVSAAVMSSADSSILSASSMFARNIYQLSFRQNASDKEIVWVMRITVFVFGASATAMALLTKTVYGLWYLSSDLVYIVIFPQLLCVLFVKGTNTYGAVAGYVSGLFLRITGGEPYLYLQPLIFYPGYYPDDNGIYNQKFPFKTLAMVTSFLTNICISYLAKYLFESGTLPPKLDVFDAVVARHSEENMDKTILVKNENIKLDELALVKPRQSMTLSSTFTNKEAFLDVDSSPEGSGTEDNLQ
CHT allo act – allosterically activates the human high affinity choline transporter; B-score at 10 µM; AID 488977; CHT-expressing cells, membrane potential dye, choline EC20; hits give high values; LV-AA mutant CHT in HEK293 cells; actives 0.49% (n = 310,000); Q9GZV3;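 active means initial fluorescence not abnormally high and integrated response B-score, plate-corrected, over 3 SD above library mean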
STK33 kinase inh – human STK33 kinase inhibition; Q9BYT3; actives 0.073% (n = 320,000); purified STK33, MBP phosphorylation, ADP-Glo luminescence; inhibition, % at 10 µM;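 active means inhibition at or above 25%, using the most active replicate where run in duplicate; inactive means inhibition below 25%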
Target sequence (Q9BYT3 whole entry, looked up): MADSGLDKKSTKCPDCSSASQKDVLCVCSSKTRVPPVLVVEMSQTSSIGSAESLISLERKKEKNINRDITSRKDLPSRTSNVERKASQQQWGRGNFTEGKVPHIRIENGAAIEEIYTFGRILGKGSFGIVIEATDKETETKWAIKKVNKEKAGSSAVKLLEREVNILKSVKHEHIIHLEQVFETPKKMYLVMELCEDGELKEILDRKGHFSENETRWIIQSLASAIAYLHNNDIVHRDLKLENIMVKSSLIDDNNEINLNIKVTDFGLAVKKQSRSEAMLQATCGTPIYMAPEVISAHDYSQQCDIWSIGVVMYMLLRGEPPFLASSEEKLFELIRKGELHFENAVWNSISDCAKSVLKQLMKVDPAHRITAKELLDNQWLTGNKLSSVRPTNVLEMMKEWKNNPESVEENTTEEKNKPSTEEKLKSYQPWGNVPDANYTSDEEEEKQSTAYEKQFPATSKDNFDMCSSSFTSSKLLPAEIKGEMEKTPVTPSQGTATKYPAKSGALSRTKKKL
An asterisk follows results filed as active; i = inactive; · = no result given. Hits appear at their usual frequency. About 1.5% of those tested had a hit in this group.

SMILES	CHT inh	CHT allo act	STK33 kinase inh
CN(C)c1ccc(CNCc2cccnc2)cc1	i	i	-0.3
CCOc1cc(CNCc2cccnc2)ccc1OCC(=O)NC(C)(C)C	i	i	0.1
Fc1ccccc1OCCCn1ccnc1	i	i	-0.9
COc1cc(CN(C)Cc2cccc3ccccc23)cc([N+](=O)[O-])c1O	i	i	0.6
O=C(CN1C(=O)c2cccc([N+](=O)[O-])c2C1=O)OCC(=O)N1CCCCC1	i	i	-1.0
O=C(NCC(=O)N(c1ccccc1)C(C(=O)NC1CCCC1)c1ccncc1)c1cccs1 (stereo not drawn)	i	i	-0.9
CNCc1ccc(OCc2ccccc2)c(OC)c1	i	i	-0.9
Cc1ccc2[nH]c(=O)c(-c3noc(CC(C)C)n3)cc2c1	i	i	2.2
COc1cc(OC)cc(C(=O)N[C@H](C(=O)OCC(=O)N2CCc3ccccc32)C(C)C)c1	i	i	-1.0
COCCn1cc(C(=O)c2ccccc2OCC(=O)Nc2cc(C)on2)cc(C#N)c1=O	i	i	-3.3
CCOC(=O)C(Cc1ccccc1)NC(=O)CCC(=O)c1ccc(OC)cc1 (stereo not drawn)	i	i	0.4
CCC(=O)NC1(C(F)(F)F)C(=O)Nc2c1c(=O)n(C)c(=O)n2C (stereo not drawn)	i	i	-1.6
C/C(=N/NC(=O)c1cccs1)c1ccco1	i	i	0.2
O=C(/C=C/c1ccc(F)cc1)NC(=S)N1CCN(Cc2ccccc2)CC1	i	i	0.3
Brc1ccccc1OCCCN1CCOCC1	i	i	2.0

Remaining list, next part.
SMILES	CHT inh	CHT allo act	STK33 kinase inh
CC1=C(C(=O)OC(C)C)C(c2ccc(N(C)C)cc2)C2=C(CC(C)(C)CC2=O)N1 (stereo not drawn)	i	i	-4.1
CN(Cc1nccs1)C(=O)c1ccc(OC2CCN(CCc3ccccc3)CC2)cc1	i	i	-0.6
CC(=O)Oc1ccc(C(=O)Nc2ccc(C3(C#N)CCCC3)cc2)cc1	i	i	-1.1
CCOC(=O)c1sc(NC(=S)NC(=O)c2ccc(OC)cc2)nc1C	i	i	-0.7
CCC(=O)Nc1nnc(-c2ccccn2)o1	i	i	-1.0
CCCCNC(=O)CCC(=O)NNc1nc2ccccc2c2nc(-c3ccccc3)nn12	i	i	·
Cc1ccc(NC(=O)CCC(=O)NNC(=O)COc2cccc3ccccc23)c(C)c1	i	i	-2.5
Cc1nnc(NNS(=O)(=O)c2ccc(Cl)cc2)[nH]c1=O	i	i	-0.3
COc1ccc(OC)c(S(=O)(=O)Nc2c(C)cccc2C)c1	i	i	0.7
COc1ccc(C(=O)C2CCCN(Cc3cccn3-c3cccnc3)C2)cc1OC (stereo not drawn)	i	i	-2.7
CCOC(=O)c1c(NC(=O)CSC(=S)N2CCOCC2)sc(C)c1C	i	i	-0.7
N#Cc1cn(CCOC(=O)c2cccc(C(F)(F)F)c2)c(=O)[nH]c1=O	i	i	1.4
COc1ccc(/C=N\NC(=O)C2=NNC(=O)C2C)cc1 (stereo not drawn)	i	i	0.4
OCC1OC(n2nc3ccccc3n2)C(O)C(O)C1O (stereo not drawn)	i	i	-2.7
CCc1cc2ccc(C)cc2nc1SCC(=O)c1ccc(NC(C)=O)cc1	i	i	-0.4

Going on with the list.
SMILES	CHT inh	CHT allo act	STK33 kinase inh
COc1cccc(/C=N/NC(=O)C(=O)NCc2cccnc2)c1OC	-5.94*	i	-0.6
COc1ccc(/C=N/OC(=O)Nc2ccccc2)cc1[N+](=O)[O-]	i	i	-0.3
CCC(C)(C)NC(=O)CN(C(=O)CCC(=O)Nc1nccs1)c1cccc(C)c1	i	i	-1.2
Cc1cc(-n2c(C)cc(C(=O)COc3ccc4ccc(=O)oc4c3)c2C)no1	i	i	-1.7
CC(C)CC(=O)N1CCN(C(=O)c2ccco2)CC1	i	i	-4.0
COc1cccc(NC(=O)CSc2ccc3nnc(-c4ccccn4)n3n2)c1	i	i	-0.8
O=C(Nc1ccc(-c2nc3ccccc3o2)cc1)c1ccc(N2C(=O)C3C4C=CC(C4)C3C2=O)cc1 (stereo not drawn)	i	i	-2.2
COc1ccc2c(c1)c(/C=N/Nc1ccc(C(=O)O)cc1)c(C)n2C	i	i	1.8
COc1ccc(-n2nnc3c(SCC(=O)c4ccccc4)ncnc32)cc1	i	i	-0.2
O=C(Nc1cccc(Cl)c1)Nc1ccccc1NS(=O)(=O)c1cccs1	i	i	-0.1
CNC(=O)/C(C#N)=C/c1cc(C)n(-c2ccc(N3CCOCC3)cc2)c1C	i	i	-1.5
O=c1c(-c2nc3ccccc3s2)cccn1Cc1ccccc1	i	i	-0.8
O=C(N/C(=C\c1ccc([N+](=O)[O-])cc1)C(=O)N1CCOCC1)c1ccccc1	i	i	0.6
CCN(C(=O)CSc1nnc(Nc2ccccc2C)s1)C1CCS(=O)(=O)C1 (stereo not drawn)	i	i	-0.4
O=C(Nc1ccc2nc3n(c(=O)c2c1)CCCC3)c1cccc([N+](=O)[O-])c1	i	i	·

Further records follow.
SMILES	CHT inh	CHT allo act	STK33 kinase inh
CCCC1(C(=O)OCC)NC(c2ccc(OC)cc2OC)C2C(=O)N(c3ccccc3)C(=O)C21 (stereo not drawn)	i	i	0.3
Cc1ccc(C(=O)Nn2cnnc2)cc1S(=O)(=O)N1CCOCC1	i	i	1.1
Cc1nc2ccc(C(=O)Nc3ccc4nc[nH]c4c3)cc2[nH]1	i	i	0.5
COc1ccc(N2C(=O)CSC2c2ccccc2)cc1 (stereo not drawn)	i	i	-0.5
CCC(c1ccccc1)c1nnc(NC(=O)c2ccco2)s1 (stereo not drawn)	i	i	11.2
COc1ccc(CCNC(=O)COC(=O)/C=C/c2cc(OC)c(OC)c(OC)c2)cc1OC	i	i	0.1
Cc1ccccc1OCC(=O)NNC(=O)C1CCCCC1C(=O)O (stereo not drawn)	i	i	0.7
COc1ccc(C)c(NC(=O)NCCc2cnc[nH]2)c1	i	i	0.9
CCOC(=O)C1=C(C)NC2=C(C(=O)C(C(=O)OCC)C(c3ccccc3OC)C2)C1c1ccccn1 (stereo not drawn)	i	i	-0.2
O=c1nc(N2CCCC2)nc(Nc2ccccc2)[nH]1	i	i	-2.3
O=C(NCC1CCN(Cc2cccc(Cl)c2)CC1)C1CCCN(c2ncnc3c2nc2n3CCCCC2)C1 (stereo not drawn)	i	i	0.3
C=CCn1c(=NC(=O)c2cccs2)sc2cccc(OC)c21	i	i	0.3
O=[N+]([O-])c1ccc(NC(=S)NCCc2ccccc2)cc1	i	i	-0.7
O=C(COC(=O)c1ccc([N+](=O)[O-])s1)Nc1cccc(S(=O)(=O)NC2=NCCCCC2)c1	i	i	-5.3
Cc1ccc(CSc2nnc([C@@H]3CCCN3C(=O)OC(C)(C)C)o2)cc1	i	i	-3.7

Look-ups from the results shown.
Result for `O=[N+]([O-])c1ccc(NC(=S)NCCc2ccccc2)cc1` under STK33 kinase inh: -0.7
Result for `CCOC(=O)C1=C(C)NC2=C(C(=O)C(C(=O)OCC)C(c3ccccc3OC)C2)C1c1ccccn1` (stereo not drawn) under STK33 kinase inh: -0.2
Result for `COc1ccc(N2C(=O)CSC2c2ccccc2)cc1` (stereo not drawn) under STK33 kinase inh: -0.5
Result for `COc1ccc(CCNC(=O)COC(=O)/C=C/c2cc(OC)c(OC)c(OC)c2)cc1OC` under STK33 kinase inh: 0.1
Result for `Cc1ccc(CSc2nnc([C@@H]3CCCN3C(=O)OC(C)(C)C)o2)cc1` under STK33 kinase inh: -3.7
Result for `O=C(COC(=O)c1ccc([N+](=O)[O-])s1)Nc1cccc(S(=O)(=O)NC2=NCCCCC2)c1` under STK33 kinase inh: -5.3

Results in CHT inh and STK33 kinase inh, for four of the compounds above:
SMILES | CHT inh | STK33 kinase inh
COc1ccc(CCNC(=O)COC(=O)/C=C/c2cc(OC)c(OC)c(OC)c2)cc1OC | i | 0.1
Cc1ccccc1OCC(=O)NNC(=O)C1CCCCC1C(=O)O (stereo not drawn) | i | 0.7
COc1ccc(C)c(NC(=O)NCCc2cnc[nH]2)c1 | i | 0.9
CCOC(=O)C1=C(C)NC2=C(C(=O)C(C(=O)OCC)C(c3ccccc3OC)C2)C1c1ccccn1 (stereo not drawn) | i | -0.2

Later entries
SMILES	CHT inh	CHT allo act	STK33 kinase inh
CN(Cc1cn(C)nc1-c1ccccc1F)C1CCOC1 (stereo not drawn)	i	i	9.0
CCC(=O)Nn1cnc2c(c1=O)C1(CCCCC1)Cc1ccccc1-2	i	i	-1.2
CC(=O)c1c(C)[nH]c(C(=O)OCc2nnc(-c3ccccc3)o2)c1C	i	i	-0.9
O=C(CSc1nnnn1-c1ccc2c(c1)OCCO2)c1cccc2c1OCCO2	i	i	-0.7
Cc1ccccc1-n1nnnc1SC(C)C(=O)Nc1ccc(N2CCN(C)CC2)cc1 (stereo not drawn)	i	i	1.6
COC(=O)CSc1nnc(CNC(=O)c2ccco2)n1-c1ccc(F)cc1	i	i	-1.2
CC(C)(C)NC(=O)CSc1ncnc2c1cnn2-c1ccccc1	i	i	0.8
CCN(CC)CCCNc1nc2ccccc2[nH]1	i	7.8*	-1.4
COc1ccc(NC(=O)Nc2ccc3c(c2)OCO3)c(C)c1	i	i	0.9
CCCCCNC(=O)CCc1ccccc1	i	i	-2.0
COc1cc(OC)cc(-c2cc3nc(C)c(CCC(=O)Nc4nc(C)cs4)c(C)n3n2)c1	i	i	0.5
Cc1cc(C(=O)COC(=O)[C@H](C)NC(=O)c2ccco2)c(C)n1Cc1ccco1	i	i	-0.2
Cc1nnc(SCC(=O)Nc2c(Cl)cccc2Cl)n(N)c1=O	i	i	-0.8
CCOC(=O)c1ccc(NC(=O)c2nccnc2C(=O)O)cc1	i	i	0.1
CCOc1ccc(S(=O)(=O)NCCCn2ccnc2)cc1	i	i	-0.9

Following part
SMILES	CHT inh	CHT allo act	STK33 kinase inh
CCn1nnnc1SCC(=O)Nc1ccc(OC)cc1	i	i	-0.6
NC(=O)Cn1c(=O)n(CCCC(=O)NC2CCN(Cc3ccccc3)CC2)c(=O)c2ccccc21	-5.59*	i	-0.7
Clc1ccccc1-c1ncc2ccccn12	i	i	-0.9
Cc1ccc(CNC(=O)c2cn(C)c3ccc(S(=O)(=O)N4CCOCC4)cc3c2=O)cc1	i	i	0.1
Cc1ccc(S(=O)(=O)N2CCCCC2)cc1C(=O)Nc1ccc(S(=O)(=O)Nc2ncccn2)cc1	i	i	-1.1
NS(=O)(=O)c1ccc(CCNC(=O)c2ccc(Cn3c(=O)[nH]c4ccccc4c3=O)cc2)cc1	i	i	-0.7
COCCOC(=O)c1[nH]c2c(c1C)C(=O)CC(c1ccccc1)C2 (stereo not drawn)	i	i	-1.4
O=C(NCCN1CCN(C(=O)c2ccc([N+](=O)[O-])cc2)CC1)C(=O)Nc1ccc(F)cc1	i	i	1.0
CCOc1ccc(NC(=O)C2CCC(CNc3c(N4CCC(C)CC4)c(=O)c3=O)CC2)cc1 (stereo not drawn)	i	i	0.1
CC(=O)c1c(C)n(-c2ccccc2)c2ccc(OCC(N)=O)cc12	i	i	0.3
CCNC(=S)Nc1ccc2ncoc2c1	i	i	0.6
CCN(C(=O)C1CCCN1S(=O)(=O)c1ccc2c(c1)n(C)c(=O)c(=O)n2C)c1ccccc1 (stereo not drawn)	i	i	1.4
CCOC(=O)CSc1nnc(Cc2ccccc2)n1-c1cccc(Cl)c1	i	i	-3.2
O=C(CC12CC3CC(CC(C3)C1)C2)Nc1cccc2ncccc12	i	i	1.1
Cc1ccc(S(=O)(=O)NCc2ccccn2)c(C)c1	i	i	-1.9

(list continues)
SMILES	CHT inh	CHT allo act	STK33 kinase inh
O=C(COc1ccc2ccccc2c1)Nc1nnc(-c2ccco2)s1	i	i	-3.4
Fc1ccccc1-c1nc(NC2CCCC2)c2ccccc2n1	i	i	1.4
O=C1CCC(=O)N1CNc1ccc(Oc2ccccc2)cc1	i	i	-1.0
CC(=O)c1ccc(OCc2cc([N+](=O)[O-])cc3c2OCOC3)cc1	i	i	-0.3
CCOC(=O)Nc1ccc(Oc2ccccc2)cc1	i	i	-0.4
COc1cc(OC)cc(-c2nc3nc(C)c(CCC(=O)NCC(OC)OC)c(C)n3n2)c1	i	i	-1.1
Brc1ccc(CSc2ccc(-c3ccco3)nn2)cc1	i	i	1.8
Brc1ccccc1-c1nnc(CSc2nncn2-c2ccccc2)o1	i	i	-1.4
CC1CCc2sc3ncnc(N4CCOCC4)c3c2C1 (stereo not drawn)	i	i	1.5
CC(C)OC(=O)CSc1nnc(-c2ccccc2)n1N	i	i	-2.1
Cc1nn(-c2nc3ccccc3[nH]2)c(=O)c2ccccc12	i	i	16.4
CC(C)(C)NC(=O)COC(=O)c1ccc(S(=O)(=O)N2CCCC2)cc1	i	i	-2.0
O=C(O)CCN1CCc2ccccc21	i	i	-3.6
CC(C)[C@H](NS(=O)(=O)c1ccc2c(c1)OCCO2)C(=O)OCC(=O)Nc1ccccc1Cl	i	i	-0.9
CC(C)c1nnc(NC(=O)Cn2nc(-c3ccc4c(c3)OCCO4)ccc2=O)s1	i	i	-1.7

New compounds follow:
SMILES	CHT inh	CHT allo act	STK33 kinase inh
CCCCc1ncc(CN2CCC(n3nccc3NC(=O)c3ccccc3OC)CC2)[nH]1	i	i	3.4
O=C(Nc1nnc(S(=O)(=O)N2CCCCCC2)s1)c1ccccc1Cl	i	i	0.0
Cc1cc(C)c(N(C(=O)c2csnn2)C(C(=O)NC(C)(C)C)c2ccncc2)c(C)c1 (stereo not drawn)	i	i	-2.2
Cc1ccc(C)c(NC(=O)c2ccc(S(=O)(=O)C(F)F)cc2)c1	i	i	-0.6
COc1ccc(NC(=O)C(C)NS(=O)(=O)c2ccccc2)cc1Cl (stereo not drawn)	i	i	-0.7
Cc1ccc(-c2nnn(CC(=O)NCCc3ccc4c(c3)OCO4)n2)cc1	i	i	-0.1
COC(=O)c1ccccc1NC(=O)Cn1nnc(-c2ccc3c(c2)OCO3)n1	i	i	-0.4
O=C(/C=C/c1ccccc1)OCC(=O)N1CCN(c2ccccc2)CC1	i	i	-0.8
